AddAB inh: growth inhibition of E. coli expressing H. pylori AddAB, primary screen, AddAB inhibitor project, absorbance | inhibition, % at 11.9 µM | 330,000 tested, 0.29% active; in the data active = inhibition above about 12%;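 also: 0% = vehicle wells of infected cells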
Tat transport: E. coli Tat export inhibitors, primary screen, MC4100, TorA-mCherry reporter, fluorescence, single point; 340,000 tested, 0.036% active; inhibition, % at 10 µM; AID 488895, 2010;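 active = mean replicate inhibition at least 50% and at least half of replicates individually reaching 50%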;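 also: exported cargo escapes ClpAP degradation while cytoplasmic cargo is degraded and loses fluorescence; 0% = median of neutral control wells and 100% = median of NaSCN control wells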
phage Ecoli inh: growth loss of phage-infected E. coli, primary screen, RecBCD inhibitor project, absorbance, with phage, HTS | inhibition, % at 11.9 µM | 360,000 tested, 0.26% active | AID 651602, 2012; in the data active = inhibition above about 11%
HTR5A inv ctr: HTR5A inverse agonists in luminescence cell assay, primary screen, counter-screen for OPRM1-OPRD1 heterodimer inverse agonist project, full-deck HTS. inhibition, % at 9.3 µM. 340,000 tested, 0.083% active. AID 504634, 2011. HTR5A cell line, inverse agonism. 5-hydroxytryptamine receptor 5A (Homo sapiens), P47898; in the data active = inhibition mostly above about 23%, no sharp cut-off; inactive = mostly below about 18%;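 also: 0% = cells with DMSO and 100% = no-cell wells with DMSO; some compounds called inactive have numbers as strong as hits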
DAGLB inhibitor: DAGLB lipase inhibitors, primary screen, biochemical, fluorescence, HTS. Diacylglycerol lipase-beta (Homo sapiens), Q8NCG7. HEK293T DAGLB membrane lysate, EnzChek fluorogenic substrate. inhibition, % at 5.17 µM. 340,000 tested, 0.059% active; in the data active = inhibition above about 34%;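 also: 0% = enzyme with vehicle and 100% = wells lacking enzyme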
Target sequence (Q8NCG7 whole entry, looked up): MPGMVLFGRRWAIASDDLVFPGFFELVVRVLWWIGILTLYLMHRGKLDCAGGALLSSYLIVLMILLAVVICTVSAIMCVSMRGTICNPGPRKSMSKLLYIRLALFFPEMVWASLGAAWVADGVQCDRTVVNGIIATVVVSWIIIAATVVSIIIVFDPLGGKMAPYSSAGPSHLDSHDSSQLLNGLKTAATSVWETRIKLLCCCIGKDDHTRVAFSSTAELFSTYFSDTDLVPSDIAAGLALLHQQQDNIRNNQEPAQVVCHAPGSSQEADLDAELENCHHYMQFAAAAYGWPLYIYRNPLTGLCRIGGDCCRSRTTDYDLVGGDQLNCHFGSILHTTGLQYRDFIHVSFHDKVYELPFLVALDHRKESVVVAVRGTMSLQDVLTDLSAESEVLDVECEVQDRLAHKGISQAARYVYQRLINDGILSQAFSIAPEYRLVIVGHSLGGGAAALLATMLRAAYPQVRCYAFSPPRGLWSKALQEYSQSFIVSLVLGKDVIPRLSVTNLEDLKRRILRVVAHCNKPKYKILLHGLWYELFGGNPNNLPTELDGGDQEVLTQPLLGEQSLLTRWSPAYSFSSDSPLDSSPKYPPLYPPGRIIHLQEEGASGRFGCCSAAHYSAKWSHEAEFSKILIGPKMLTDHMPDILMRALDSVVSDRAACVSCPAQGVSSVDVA
SUMO Mot1 rescue: yeast Mot1-301 growth rescue at high temperature, primary screen, SUMOylation pathway inhibitor project, S. cerevisiae, ATP luminescence, 38.5C | S. cerevisiae Mot1-301 growth rescue; percent above DMSO median, 100 means doubled | 320,000 tested, 1% active | growth rescue, % at 18.8 µM;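 active = every valid replicate shows activation above 250% relative to neutral control wells; inactive = the rest, any valid replicate at or below 250%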;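 also: OY570 slx delta 5 strain wells were the positive control but not used for scaling; some compounds called inactive have numbers as strong as hits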
PKA-R1A act: activators of PKA-R1A holoenzyme, primary screen, biochemical, fluorescence polarization, Cy5-IP20, bovine R1A, mouse PKAc. cAMP-dependent protein kinase type I-alpha regulatory subunit (Bos taurus) + …. PKA-R1A dissociation; scaled: DMSO 0%, 113 µM cGMP 100%. activation, % at 11.4 µM. 340,000 tested, 0.083% active. AID 504707, 2011;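 active = percent activation above the mean of all tested compounds plus 3 SD, cut at about 19% in these data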;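 also: higher means more PKAc released from R1A so a rise in polarization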
HTR5A ag ctr: HTR5A agonists in luminescence cell assay, primary screen, counter-screen for OPRM1-OPRD1 heterodimer agonist project, full-deck HTS; cell-based; activation, % at 9.3 µM; 340,000 tested, 0.61% active; AID 504692, 2011; in the data active = activation mostly above about 9.5%, no sharp cut-off; inactive = mostly below about 7.6%;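 also: 0% = cells with vehicle only and 100% = reference agonist; strong numbers were not always called active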
PKA-R2B act: activators of PKA-R2B holoenzyme, primary screen, biochemical, fluorescence polarization, Cy5-IP20, human. activation, % at 11.4 µM. PKA-R2B holoenzyme dissociation; R2B truncated from residue 108, S112A mutant; 0% DMSO only, 100% 113 µM cGMP. 340,000 tested, 0.079% active. cAMP-dependent protein kinase catalytic subunit beta (Homo sapiens) + cAMP-dependent …;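 active = activation above a cutoff set at the mean over all compounds plus 3 SD, cut at about 18% in these data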;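 also: higher means more holoenzyme dissociation and a rise in polarization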
Target sequence (P31323 whole entry, looked up, other chains not shown, the tested form may be a part): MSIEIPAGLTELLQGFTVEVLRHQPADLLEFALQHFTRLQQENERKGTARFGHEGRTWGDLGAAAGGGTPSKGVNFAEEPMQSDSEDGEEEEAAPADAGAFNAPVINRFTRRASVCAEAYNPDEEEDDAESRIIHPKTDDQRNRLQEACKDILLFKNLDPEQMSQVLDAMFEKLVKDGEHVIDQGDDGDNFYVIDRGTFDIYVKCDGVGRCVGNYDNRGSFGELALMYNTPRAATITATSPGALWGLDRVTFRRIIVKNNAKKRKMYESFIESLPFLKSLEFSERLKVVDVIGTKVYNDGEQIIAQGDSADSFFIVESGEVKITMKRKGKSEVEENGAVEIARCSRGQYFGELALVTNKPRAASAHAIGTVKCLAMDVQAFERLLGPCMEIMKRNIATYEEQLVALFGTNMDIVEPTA
E coli growth: E. coli V3065 growth inhibition, primary screen, counter-screen for AddAB inhibitor project, absorbance, OD600; 330,000 tested, 0.27% active; AID 449728, 2010; inhibition, % at 11.9 µM; 18 h;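 active = inhibition above the campaign's mean inhibition across all tested compounds plus 3 SD, cut at about 9.9% in these data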;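 also: uninfected addAB+ strain grown without phage in ampicillin broth; 0% = DMSO wells and 100% = ciprofloxacin 0.95 µg/ml wells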
CDK5 inh: inhibitors of human CDK5/p35 kinase, primary screen, biochemical, single concentration; AID 488839, 2010; inhibition, % at 10 µM; 330,000 tested, 0.01% active; Cyclin-dependent kinase 5 (Homo sapiens) + Cyclin-dependent kinase 5 activator 1 (Homo …; Recombinant CDK5/p35, ADP-Glo luminescence, 60 min;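 active = highest replicate inhibition of at least 50% and at least 75% of replicates reaching 50%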;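 also: plate controls were DMSO neutral control for no effect and GW8510 at 10 µM for full effect; many of its hits are not listed in these tables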
* hit, by the source's call; . = no result given. Compounds were not picked by outcome (roughly 2.3% active in at least one column).

SMILES	AddAB inh	Tat transport	phage Ecoli inh	HTR5A inv ctr	DAGLB inhibitor	SUMO Mot1 rescue	PKA-R1A act	HTR5A ag ctr	PKA-R2B act	E coli growth	CDK5 inh
Cc1cccc(OCC(=O)N(C)c2c(N)n(Cc3ccccc3)c(=O)[nH]c2=O)c1C	1.7	-3	1.0	-22	-1	-16	-12	9	2	0.7	-10
O=C(CC(Cc1ccccc1)C(=O)O)Nc1cccc(C(F)(F)F)c1 (stereo not given)	-0.3	-6	1.2	-23	1	10	-8	6	-13	-2.1	0.6
COC(=O)C1CCN(CC(=O)N(C)c2c(N)n(Cc3ccccc3)c(=O)[nH]c2=O)CC1	1.5	-7	1.3	20	-1	8	1	1	-1	1.2	-0.4
Cc1cccc(NC(=O)c2cc(NC(=O)C3CCCCC3C(=O)O)ccc2Cl)n1 (stereo not given)	0.7	-6	2.9	-3	-1	-18	-4	1	-9	1.6	-0.7
COc1ccc(CCNC/C=C/c2ccccc2)cc1	0.9	5	1.8	2	0	18	0	-1	-5	1.8	-1.6
CCc1ccccc1NC(=O)c1cc2ncc(Br)cn2n1	-0.8	-10	1.9	12	0	7	-8	-2	1	-0.5	-0.7
CCCn1cnc2c(=S)nc(N)[nH]c21	3.7	-6	1.8	1	4	10	10	0	-9	0.9	1.2
Cc1cc(C(=O)OCC(=O)c2cccs2)ccc1[N+](=O)[O-]	.	0	4.5	-21	-4	.	-4	7	7	.	0.0
O=C(C1CCCCC1)N(Cc1ccccc1)c1ccccn1	1.4	0	-0.9	-4	-2	-7	-5	0	-4	1.0	1.8
CCn1cc(C(=O)NCCCN2CCCCCC2)c(=O)c2cc(S(=O)(=O)N3CCc4ccccc4C3)ccc21	-3.6	6	3.0	-11	4	-4	5	5	-6	-3.2	-1.0
CCOC(=O)C(C(C)=O)C(c1ccc(OC)cc1)C(C(C)=O)C(=O)OCC (stereo not given)	0.8	0	3.9	17	-3	-1	-17	-7	-8	-3.4	0.0
COc1ccccc1NNC(=O)C(O)(c1ccccc1OC)c1ccccc1OC	2.9	4	2.3	-21	1	.	1	1	-11	0.9	-0.1
CCN1C(=O)CC(C(=O)OC)=C1C	-1.4	2	2.4	-16	2	317	5	5	-1	0.5	-7.5
CC1C(=O)C(C)C(c2cccc(Br)c2)NC1c1cccc(Br)c1 (stereo not given)	-1.1	-9	2.0	-6	-12	27	0	2	0	3.8	-0.6
CN(C)S(=O)(=O)n1cc(/C=C(\NC(=O)c2ccccc2)C(=O)N2CCCC2)c2ccccc21	1.4	2	0.8	14	3	136	0	-4	-3	0.7	3.8
O=C(NCC1CCCO1)c1ccc(COc2ccc(Cl)cc2)cc1 (stereo not given)	2.3	-2	7.1	-6	0	7	-4	2	-7	1.9	-0.2
CN(C)C(CNC(=S)Nc1cccc(Cl)c1)c1cccnc1 (stereo not given)	-0.2	19	3.6	18	2	3	-2	1	-15	-0.4	-0.4
COc1ccc(NC(=O)Cc2ccc(Cl)c(Cl)c2)cn1	0.8	11	2.6	17	3	-12	-20	0	-1	1.9	1.0
O=C(NCCCN=C1NS(=O)(=O)c2ccccc21)c1ccc(Cl)cc1	4.7	2	1.8	10	-1	-11	1	4	3	0.9	-0.6
CC1CCCC(NC(=O)COC(=O)c2cccc(NS(=O)(=O)/C=C/c3ccccc3)c2)C1C (stereo not given)	2.7	-9	2.6	-22	-1	-7	-7	6	-17	-1.9	0.3
Cc1ccccc1Nc1nc(N)nc(CSc2nnc(C)n2C)n1	0.9	-18	0.2	1	2	14	10	0	2	1.0	-1.7
O=C(Nc1cccnc1)C1CCN(S(=O)(=O)c2cccs2)CC1	-1.8	0	1.5	-3	1	-25	8	1	5	1.7	-1.9
O=C(CSc1ccc2nnc(-c3cccnc3)n2n1)Nc1ccc(F)cc1F	2.3	5	2.1	-37	-4	3	-4	-3	-2	0.3	0.0
COc1ccc(C(=O)/C=C/C(=O)N(Cc2ccccc2OC)C(C(=O)NC2CCCCC2)c2ccncc2)c(O)c1 (stereo not given)	0.3	5	2.8	-2	-3	1	-5	-2	-3	-2.4	-1.0

Arranged by heavy-atom count (high to low): 10 of the compounds above.
SMILES	AddAB inh	Tat transport	phage Ecoli inh	HTR5A inv ctr	DAGLB inhibitor	SUMO Mot1 rescue	PKA-R1A act	HTR5A ag ctr	PKA-R2B act	E coli growth	CDK5 inh
COc1ccc(C(=O)/C=C/C(=O)N(Cc2ccccc2OC)C(C(=O)NC2CCCCC2)c2ccncc2)c(O)c1 (stereo not given)	0.3	5	2.8	-2	-3	1	-5	-2	-3	-2.4	-1.0
CC1CCCC(NC(=O)COC(=O)c2cccc(NS(=O)(=O)/C=C/c3ccccc3)c2)C1C (stereo not given)	2.7	-9	2.6	-22	-1	-7	-7	6	-17	-1.9	0.3
COc1ccccc1NNC(=O)C(O)(c1ccccc1OC)c1ccccc1OC	2.9	4	2.3	-21	1	.	1	1	-11	0.9	-0.1
O=C(CSc1ccc2nnc(-c3cccnc3)n2n1)Nc1ccc(F)cc1F	2.3	5	2.1	-37	-4	3	-4	-3	-2	0.3	0.0
O=C(NCCCN=C1NS(=O)(=O)c2ccccc21)c1ccc(Cl)cc1	4.7	2	1.8	10	-1	-11	1	4	3	0.9	-0.6
Cc1ccccc1Nc1nc(N)nc(CSc2nnc(C)n2C)n1	0.9	-18	0.2	1	2	14	10	0	2	1.0	-1.7
CC1C(=O)C(C)C(c2cccc(Br)c2)NC1c1cccc(Br)c1 (stereo not given)	-1.1	-9	2.0	-6	-12	27	0	2	0	3.8	-0.6
CN(C)C(CNC(=S)Nc1cccc(Cl)c1)c1cccnc1 (stereo not given)	-0.2	19	3.6	18	2	3	-2	1	-15	-0.4	-0.4
COc1ccc(NC(=O)Cc2ccc(Cl)c(Cl)c2)cn1	0.8	11	2.6	17	3	-12	-20	0	-1	1.9	1.0
CCN1C(=O)CC(C(=O)OC)=C1C	-1.4	2	2.4	-16	2	317	5	5	-1	0.5	-7.5

(continued)
SMILES	AddAB inh	Tat transport	phage Ecoli inh	HTR5A inv ctr	DAGLB inhibitor	SUMO Mot1 rescue	PKA-R1A act	HTR5A ag ctr	PKA-R2B act	E coli growth	CDK5 inh
COc1cc(C(C)=O)ccc1OCC(O)CN1CCN(c2cc(C)cc(C)c2)CC1 (stereo not given)	1.9	-2	2.2	-5	-9	-24	-2	2	1	-0.4	-0.2
Nc1nonc1C(=O)NCCNC(=O)c1cccs1	-2.0	11	0.9	5	-2	11	-6	7	-1	-0.2	1.7
COc1cc2c(c(OC)c1OC)-c1ccc(OC)c(=O)cc1[C@@H](NC(C)=O)CC2	-1.8	-4	3.0	-39	1	-10	-14	3	-12	0.3	-1.8
O=C(CCCSc1nc(-c2ccco2)cc(C(F)(F)F)n1)Nc1ccc2c(c1)OCO2	1.8	-7	1.4	6	-4	2	-26	-2	-12	0.0	1.5
Cc1cc2oc(=O)cc(CN3CCN(S(=O)(=O)c4cccs4)CC3)c2cc1C	-1.2	11	1.0	6	-1	.	-13	-2	-1	2.9	-1.4
CCOC(=O)N1CCC(NC(=O)Cn2nc(-c3ccccc3)ccc2=O)CC1	1.1	0	2.0	9	-3	-8	-11	-3	-9	-2.4	1.3
CC1(C)c2[nH]c3ccccc3c2C[C@@H]2C(=O)N(c3cc(F)ccc3F)C(=O)N21	4.5	-6	2.8	-7	2	-4	0	0	7	-2.4	0.1
O=C(NC1CCCCC1)c1n[nH]c2c1CC(c1ccccc1)CC2 (stereo not given)	0.9	3	2.4	-15	-5	6	-1	0	8	-1.5	0.0
Cc1nn(Cc2ccccc2)c(Cl)c1C(=O)NCCc1ccccc1	3.4	3	6.1	6	-4	-3	2	-2	7	0.8	-1.7
CN(Cc1ccccc1)c1oc(COc2ccccc2F)nc1C#N	3.0	10	2.6	15	-4	-2	0	-5	-10	1.4	0.4
COc1ccc(NC(=O)CCCCC(=O)Nc2ccc(OC)cc2)cc1	0.2	4	3.1	1	-1	10	0	-4	-3	-0.8	2.7
Cc1nccn1CCC1CCCCN1C(=O)CCc1nnc(-c2ccsc2)o1 (stereo not given)	1.3	-4	2.3	2	0	-12	-7	-1	1	-0.4	-0.8
CN(Cc1cc2ccccc2[nH]c1=O)C(=O)c1cccs1	1.6	-2	6.8	-20	0	6	-6	-1	-6	0.6	-6.0
COc1ccc(/C=N/OCC(=O)N(Cc2ccc(OC)cc2)c2ccccc2C(=O)O)cc1	-1.3	-6	5.8	1	5	-1	0	0	3	-1.5	3.2
COc1ccc(CSc2nnc(-c3ccncc3)n2C)cc1F	0.2	-8	0.5	-3	-2	-10	1	1	5	1.6	-0.5
CC(C)(C)OC(=O)N1CCCC(C(=O)Nc2ccc(C(=O)NCCc3ccccc3)cc2)C1 (stereo not given)	.	8	3.2	-16	-5	.	-1	4	6	.	1.5
Cc1ccc(C)c(N2CCN(C(=O)CCc3nc(-c4ccccc4C)no3)CC2)c1	-0.4	2	0.6	-5	-9	.	-4	1	2	-0.9	-1.6
COc1ccc(NC(=O)C(CC(C)C)NS(=O)(=O)c2ccc3c(c2)CCN3C(C)=O)cc1OC (stereo not given)	-1.6	2	0.5	9	2	-5	4	3	-1	-3.0	2.3
Cc1nn2c(Nc3ccc(F)cc3)c3c(nc2c1-c1ccccc1)CCC3	4.8	-7	5.8	10	2	4	-2	5	-3	2.1	-1.2
CCCOc1ccc(-c2csc3ncn(Cc4ccc(C(=O)O)cc4)c(=O)c23)cc1	0.5	8	3.4	-16	3	-2	-12	-2	-7	-0.3	-5.3
O=C(O)CSc1ccc(S(=O)(=O)N2CCCC2)cn1	3.3	-3	2.8	8	-3	.	4	-3	-4	-2.8	-1.5
CC(=O)N1CCN(c2ccc(NC(=O)c3cccc(Cl)c3Cl)cc2)CC1	1.5	0	2.0	-4	4	359	-7	1	0	0.2	-0.6
Nc1ccc(SCC(=O)Nc2cccc([N+](=O)[O-])c2)cc1	4.3	-1	1.4	8	-1	-2	-4	-3	-1	-1.6	0.7
